Compound activity deposited in PubChem by Sanford-Burnham Center for Chemical Genomics.
APOBEC3G inh: blocks human APOBEC3G single-stranded DNA deamination; Q9HC16; recombinant A3G, ssDNA deamination FAM/TAMRA fluorescence; 0.28% of 330,000 active; inhibition, % at 20 µM;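 active = inhibition of at least 40% at 20 µM, with no more than 30% in the related APOBEC3A deaminase screen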;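 also: plate controls were DMSO wells with A3G for no effect and wells lacking A3G enzyme for full effect; some compounds called inactive have numbers as strong as hits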
Target sequence (Q9HC16 whole entry, looked up): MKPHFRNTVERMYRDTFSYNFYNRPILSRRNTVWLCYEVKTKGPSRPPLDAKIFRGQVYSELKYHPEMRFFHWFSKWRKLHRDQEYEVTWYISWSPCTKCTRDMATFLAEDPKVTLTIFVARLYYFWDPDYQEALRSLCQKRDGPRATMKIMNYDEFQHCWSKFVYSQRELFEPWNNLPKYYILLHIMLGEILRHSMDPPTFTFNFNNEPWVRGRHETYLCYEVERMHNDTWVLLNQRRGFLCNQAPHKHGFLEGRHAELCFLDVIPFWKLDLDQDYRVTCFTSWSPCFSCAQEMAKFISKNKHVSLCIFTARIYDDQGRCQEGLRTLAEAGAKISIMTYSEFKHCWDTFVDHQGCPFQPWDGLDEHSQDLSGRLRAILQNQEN
SENP8 block-1: inhibitors of human SENP8 protease; Q96LD8; recombinant SENP8, Nedd8 substrate fluorescence; inhibition, % at 20 µM; 0.64% of 360,000 active; AID 602440; in the data active = inhibition mostly above about 40%, no sharp cut-off; inactive = mostly below about 27%
SENP7 inh: inhibitors of human SENP7 protease; Q9BQF6; recombinant SENP7, Z-RLRGG-aminoluciferin luminescence, 40 min; inhibition, % at 5 µM; 1.5% of 330,000 active;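 active = inhibition above about 50% at the single test dose, limit read from the data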;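 also: plate controls were DMSO with enzyme for no effect and no enzyme buffer wells for full effect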
Target sequence (Q9BQF6 706-1050 limits assumed): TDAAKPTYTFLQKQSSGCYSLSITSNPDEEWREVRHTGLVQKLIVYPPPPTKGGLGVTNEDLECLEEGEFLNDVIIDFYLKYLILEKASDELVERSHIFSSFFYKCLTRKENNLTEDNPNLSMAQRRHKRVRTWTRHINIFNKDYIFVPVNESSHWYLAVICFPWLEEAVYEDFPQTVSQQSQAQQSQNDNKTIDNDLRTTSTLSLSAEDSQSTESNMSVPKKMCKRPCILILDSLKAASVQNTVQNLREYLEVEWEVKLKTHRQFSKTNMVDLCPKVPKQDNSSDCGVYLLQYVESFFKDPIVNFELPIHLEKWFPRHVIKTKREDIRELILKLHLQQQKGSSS
SENP8 block-2: blocks the human protease SENP8. Q96LD8. purified SENP8, Z-RLRGG-aminoluciferin cleavage, luminescence. inhibition, % at 10 µM. 1.2% of 330,000 active. AID 2540; in the data active = inhibition above about 50%
Apaf1 inhib: blocks human Apaf-1 apoptosome activity | O14727 | reconstituted apoptosome caspase-3 activity, DEVD-Rh110 fluorescence | inhibition, % at 20 µM | 0.71% of 330,000 active | AID 489030; active = inhibition of at least 40% at 20 µM;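 also: plate controls were DMSO wells for no effect and DEVD-CHO caspase inhibitor wells for full effect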
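System: reconstituted apoptosome with Apaf-1, cytochrome c, caspase-9, procaspase-3, dATP; Signal: Rh110 fluorescence intensity; Schedule: 30 min compound preincubation, 50 min activation, room temperature; Reagent: cytochrome c trigger plus (Z-DEVD)2-Rh110 caspase-3 substrate.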
UBC13 inh: blocks human UBC13 polyubiquitin chain formation; AID 485273; 0.47% of 330,000 active; P61088; inhibition, % at 20 µM; TR-FRET; in the data active = inhibition above about 45%, passing the limit was not always enough
SENP1 inh: blocks the human SENP1 SUMO protease catalytic domain. Q9P0U3. inhibition, % at 10 µM. recombinant SENP1 catalytic domain, CyPet-SUMO1-YPet FRET cleavage. 0.21% of 360,000 active;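 active = inhibition at least 30% at 10 µM, raw YFP signal under a set limit, fluorescence ratio 0.5 to 1.5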;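 also: 0% = enzyme with DMSO and 100% = no enzyme wells; some results filed as inactive read as strong as hits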
Target sequence (Q9P0U3 419-644 limits assumed): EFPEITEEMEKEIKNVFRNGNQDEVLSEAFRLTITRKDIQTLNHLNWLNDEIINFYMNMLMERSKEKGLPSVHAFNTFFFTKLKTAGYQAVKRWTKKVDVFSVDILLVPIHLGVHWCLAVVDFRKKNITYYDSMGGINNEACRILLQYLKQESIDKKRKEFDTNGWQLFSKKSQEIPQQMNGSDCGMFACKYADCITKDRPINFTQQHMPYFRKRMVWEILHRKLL
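Material – human SENP1 catalytic domain · Input – SENP1 enzyme, 20 pM final · Compound dosing – single concentration of 10 µM compound, 0.5% DMSO final · Timing – enzyme reaction for 50 min at room temperature, dark · Measured by – FRET fluorescence in CFP and YFP emission channels · Control set – no-enzyme wells low, DMSO-plus-enzyme wells high control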
SENP6 inh: blocks the human protease SENP6 | Q9GZR1 | Recombinant SENP6 catalytic domain, aminoluciferin luminescence | inhibition, % at 10 µM | 1.8% of 330,000 active | AID 2599;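 active = inhibition above about 50% at the single tested dose, limit read from the data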;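 also: plate controls were DMSO wells with enzyme for no effect and DMSO wells lacking enzyme for full effect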
Starred values were filed as active, the others as inactive; i = inactive; · = no result given.

SMILES | APOBEC3G inh | SENP8 block-1 | SENP7 inh | SENP8 block-2 | Apaf1 inhib | UBC13 inh | SENP1 inh | SENP6 inh
Cc1cc(C)cc(NC(=O)c2cc3c(=O)n4ccccc4nc3s2)c1 | -6.7 | -270.6 | -14.4 | -1.0 | 13.7 | 7.5 | -25.1 | -13.1
O=C(NC1CC1)c1ccc(CS(=O)c2ccc(Br)cc2)o1 (stereo unspecified) | -3.5 | 3.4 | -8.2 | 4.0 | -4.0 | 2.8 | -0.8 | -31.4
Cc1ccc(C(=O)CSc2nn3c(=O)c(C(C)(C)C)nnc3s2)cc1 | -5.5 | 11.4 | -2.3 | 5.6 | 3.0 | 0.1 | -0.9 | -5.9
CCCSC1=C(C#N)C2(CCCCC2)C(C#N)=C(N)N1 | -3.4 | -7.2 | -4.0 | 1.7 | 4.5 | 7.4 | -0.8 | 8.1
O=C(CSc1nnc(-c2ccccc2Cl)o1)Nc1ccccn1 | -8.7 | 4.3 | -5.5 | 1.1 | -0.7 | -10.4 | 1.0 | 2.1
C/C(=N\NC(=O)c1cccc(S(=O)(=O)N2CCOCC2)c1)c1ccc(OCC(=O)N(C)C)cc1 | -1.0 | 9.6 | -14.5 | -6.3 | -7.9 | -14.6 | 2.9 | -2.0
CCc1nc(SCC(=O)NCCc2ccccc2)c2oc3ccccc3c2n1 | 8.3 | 23.7 | -2.3 | 0.6 | -1.4 | -6.2 | 3.4 | 0.4
Cn1c(SCc2nc(-c3cccs3)no2)nnc1C1CCCCC1 | -0.7 | 20.6 | 0.6 | 1.1 | -3.3 | 2.2 | 1.1 | -8.2
O=C(CN1C(=O)S/C(=C\C=C\c2ccccc2)C1=O)N1CCOCC1 | -10.9 | -37.1 | -16.8 | -3.1 | 12.0 | -8.7 | 3.5 | -19.1
CCOC(=O)/C(C#N)=C/C=C1\C=Cc2ccccc2N1CC | 5.2 | 24.8 | -2.1 | 7.4 | 14.9 | i | 51.6* | -20.7
COc1cccc(CN(C)CC(=O)NCc2ccccc2Cl)c1 | -0.3 | 14.4 | 0.1 | 2.9 | 7.3 | 10.7 | 2.3 | -3.0
CCCn1c(=O)c2ccccc2n2c(SCC(=O)N3CCc4ccccc4C3)nnc12 | -3.5 | -79.9 | 1.0 | -1.6 | -5.0 | 1.6 | 1.5 | -7.4

Some of the entries above in a different format:
| canonical_smiles | APOBEC3G inh | SENP8 block-1 | SENP7 inh | SENP8 block-2 | Apaf1 inhib | UBC13 inh | SENP1 inh | SENP6 inh |
| --- | --- | --- | --- | --- | --- | --- | --- | --- |
| Cc1ccc(C(=O)CSc2nn3c(=O)c(C(C)(C)C)nnc3s2)cc1 | -5.5 | 11.4 | -2.3 | 5.6 | 3.0 | 0.1 | -0.9 | -5.9 |
| CCCSC1=C(C#N)C2(CCCCC2)C(C#N)=C(N)N1 | -3.4 | -7.2 | -4.0 | 1.7 | 4.5 | 7.4 | -0.8 | 8.1 |

Returning to the listing, starting two compounds before the break.
SMILES | APOBEC3G inh | SENP8 block-1 | SENP7 inh | SENP8 block-2 | Apaf1 inhib | UBC13 inh | SENP1 inh | SENP6 inh
COc1cccc(CN(C)CC(=O)NCc2ccccc2Cl)c1 | -0.3 | 14.4 | 0.1 | 2.9 | 7.3 | 10.7 | 2.3 | -3.0
CCCn1c(=O)c2ccccc2n2c(SCC(=O)N3CCc4ccccc4C3)nnc12 | -3.5 | -79.9 | 1.0 | -1.6 | -5.0 | 1.6 | 1.5 | -7.4
S=c1[nH]nc(CSCCOc2ccccc2)o1 | 4.5 | 22.6 | -0.8 | 3.4 | -13.3 | -1.3 | 2.5 | -2.6
Cc1c(C(=O)NC(C)C2CC3CCC2C3)cccc1[N+](=O)[O-] (stereo unspecified) | -4.4 | 5.3 | -8.9 | -4.4 | 9.7 | -1.7 | 0.3 | -22.4
COc1ccc(C(CNC(=O)C(=O)Nc2ccc3c(c2)OCCO3)N2CCN(C)CC2)cc1 (stereo unspecified) | 3.3 | 5.8 | 1.4 | 6.0 | 2.8 | -4.0 | 1.9 | -2.9
C=CCNC(=S)N1CCC(C(=O)c2ccc3c(c2)OCCO3)CC1 | -16.8 | 7.8 | 1.2 | -1.8 | -12.5 | 7.5 | -0.3 | -23.8
O=C(COc1ccc(S(=O)(=O)N2CCCCC2)cc1)NCc1ccccn1 | -2.1 | 8.3 | -0.4 | 0.8 | 0.9 | 3.0 | 1.2 | 3.0
O=C(Cn1cnc2ccc(Cl)cc2c1=O)c1cccs1 | -5.3 | 31.8 | 3.0 | 5.1 | -6.8 | 9.9 | -2.3 | 1.7
COc1ccc(-c2noc(CSc3nc(-c4ccccc4)cc(=O)[nH]3)n2)cc1 | 13.6 | -14.6 | 5.3 | 11.1 | -14.8 | 6.8 | 0.4 | -1.6
CC[C@@H](C)[C@H](CN[C@H](CNC)C(C)C)NC[C@@H](C)c1ccc(CC(C)C)cc1 | 0.2 | 18.9 | 8.3 | 1.6 | 8.7 | 89.4* | 0.2 | -11.0
CCSc1nnc(NC(=O)COc2ccc(Cl)cc2)s1 | -1.4 | 5.8 | 4.8 | -0.5 | -8.1 | -4.4 | 1.1 | -8.0
Cc1cc(NC(=O)CC2(CC(=O)O)CCCC2)n(C)n1 | -5.2 | 9.1 | 1.4 | -5.5 | -19.4 | 2.3 | 1.2 | 8.8
COC(=O)COc1ccc(S(=O)(=O)NCc2ccncc2)cc1 | -1.9 | 14.1 | 8.4 | -2.5 | -7.5 | 1.6 | 1.2 | -0.8
COc1ccc(CCN(C)C2CCCN(S(=O)(=O)c3ccc(C)cc3)C2)cc1OC (stereo unspecified) | -8.9 | 3.4 | -4.5 | 7.5 | -6.0 | 2.8 | -1.1 | 9.8
CCn1cc(C(=O)NCc2ccc3c(c2)OCO3)c(=O)c2cc(S(=O)(=O)N3CCOCC3)ccc21 | -1.5 | 11.7 | 5.8 | 1.2 | 15.0 | -8.4 | 2.5 | -0.2
CCc1nc2ccccc2c(C(=O)Nc2cc(C)ccc2C)c1C | -1.9 | 6.2 | 1.0 | 0.7 | 8.5 | 0.2 | 0.6 | 5.8
COc1ccc(/C=N/Nc2ncc(-c3ccccc3)cn2)c(OC)c1 | -12.6 | -87.7 | -3.2 | -0.9 | 17.7 | -19.1 | 3.4 | -23.9
Cc1cc(NS(=O)(=O)c2ccc(NC(=O)c3c(F)c(F)c(F)c(F)c3F)cc2)nc(C)n1 | 18.7 | -2.7 | -0.1 | -4.7 | 4.6 | -9.2 | 0.9 | -4.8
COc1cccc(C2N(c3ccc(Cl)cc3)C(=O)C3CCCN32)c1 (stereo unspecified) | 4.1 | 10.4 | -5.5 | 2.0 | 4.6 | 1.6 | -3.2 | 6.9
O=C(O)Cn1cnc2sc3c(c2c1=O)CCCC3 | -3.4 | 6.3 | 1.1 | -15.3 | -0.7 | -4.4 | 0.7 | -13.7
O=C(OCC(=O)N1CCCC1)c1c(Cl)ccc(Cl)c1Cl | -5.5 | 7.4 | 3.4 | 10.8 | -2.8 | 9.7 | 1.4 | -7.1
COc1ccc(CCNC(=O)C(C)SCC(=O)Nc2ccc(F)cc2)cc1 (stereo unspecified) | -1.1 | 18.2 | 6.9 | 2.2 | -0.2 | -9.4 | -4.4 | -2.3
CCC(C)N(C(=O)CSc1nnc(-c2cccs2)n1C1CC1)C1CCS(=O)(=O)C1 (stereo unspecified) | 15.5 | 0.4 | 2.5 | 1.5 | 3.5 | 3.2 | 2.1 | -9.2
O=C(COc1ccccc1C(=O)O)Nc1cccc2ccccc12 | -2.7 | 8.6 | 1.1 | 11.1 | -5.9 | 5.8 | -1.6 | -6.3
CCOc1ccccc1NC(=O)CCSc1nc2n[nH]c(C)c2c(=N)n1-c1ccccc1Cl | -4.5 | -21.7 | -4.3 | 1.6 | -7.7 | 32.8 | -2.4 | -28.4
Cc1ccsc1C(=O)C1CCCN(Cc2cn(C)nc2-c2ccccc2)C1 (stereo unspecified) | 0.1 | 15.8 | -8.7 | 2.6 | 6.3 | 12.0 | 2.4 | -5.0
CCOc1ccccc1Nc1nnc(SCc2ccc(C(=O)OC)o2)s1 | -7.9 | 16.3 | 7.9 | -4.0 | 3.9 | 6.5 | -0.1 | 8.1
Cc1ccc(-c2csc(NC(=O)c3ccccc3Cl)c2C(=O)O)cc1 | -4.8 | -7.8 | 3.7 | 29.5 | 11.1 | -1.4 | 3.2 | 46.3
FC(F)(F)c1cnc2c(c1)Nc1ccccc1S2 | 0.0 | -62.1 | 7.6 | -0.1 | 5.2 | 5.1 | -13.1 | 24.8
Cc1ccc(S(=O)(=O)N(C)C[C@@H]2Oc3c(NC(=O)C4CC4)cccc3C(=O)N([C@@H](C)CO)C[C@@H]2C)cc1 | -5.6 | -8.3 | -5.4 | 8.5 | -3.4 | 8.8 | 1.8 | 0.4
Cn1c(SCc2cccc(F)c2)nnc1-c1cnccn1 | -6.0 | -26.0 | -1.9 | 0.4 | -5.8 | -4.1 | -0.2 | -1.5
CCc1c(C)sc(NC(=O)c2ccc(Br)o2)c1C(=O)OC | 2.8 | -322.2 | -5.7 | -0.3 | 24.0 | 13.3 | -4.2 | -11.0
Cc1cccc(Nc2ncccc2C(=O)O)c1C | 2.6 | 3.1 | 5.5 | -4.8 | 3.7 | -8.1 | -2.4 | -2.3
COc1ccc(C2Nc3ccc4ccccc4c3-c3c2c(=O)oc2ccccc32)cc1 (stereo unspecified) | -7.0 | -256.1 | -12.7 | -1.4 | 11.5 | 3.1 | -91.8 | -34.7
CC1(C2(O)CC(c3ccccc3)ON2)CCCCC1 (stereo unspecified) | -3.2 | · | 0.8 | -4.1 | 1.3 | 9.7 | · | -3.2
CC(C)(C)OC(=O)N[C@@H](Cc1ccccc1)C(=O)NCC1CCC(C(=O)N[C@@H](CC(=O)O)C(=O)O)CC1 (stereo partly specified) | -7.8 | 17.3 | -12.3 | -7.7 | 10.1 | -2.6 | 2.0 | -6.4
COc1ccc(CCNC(=O)CCS(=O)(=O)c2ccc(Br)cc2)cc1OC | -1.3 | 17.7 | -2.1 | 9.4 | -13.3 | 2.0 | 2.7 | 1.5
Cc1ccc(NC(=O)CCN2C(=O)CSC2=O)cc1 | -6.2 | 14.1 | 4.8 | 3.2 | 1.1 | 7.5 | 0.4 | -2.7
Cc1c(C(=O)N2CCN(CCc3ccccn3)CC2)oc2ccc(Cl)cc12 | -6.1 | -53.7 | 0.4 | 0.6 | 9.7 | -1.7 | 0.2 | -15.4
Cc1ccc2nc(N3CCN(C(=O)CCC(=O)O)CC3)nc(-c3ccccc3)c2c1 | -6.1 | -291.0 | -0.7 | -1.6 | 0.5 | 14.6 | -25.9 | 2.0
CCn1cc(CN2CCN(Cc3ccccc3)C(CCO)C2)c2ccccc21 (stereo unspecified) | -11.0 | 12.8 | -1.7 | -2.1 | -1.0 | 12.1 | -0.6 | -5.6
Cc1ccc(S(=O)(=O)Nc2cccc(CP(=O)(c3ccccc3)c3ccccc3)c2)cc1 | -1.5 | 21.4 | -2.9 | -2.7 | 8.6 | -14.9 | 2.1 | 1.9
O=S(=O)(Nc1cccc2cccnc12)c1ccc(S(=O)(=O)N2CCCC2)cc1 | 3.7 | 11.2 | 13.6 | -1.2 | 2.4 | -19.3 | 1.6 | 9.1
Cc1ccc(C)c(CSc2nnc(-c3cccnc3)o2)c1 | -2.9 | 10.3 | 1.5 | 4.4 | -3.3 | -1.1 | 1.1 | -10.2
Cc1nn(C)cc1/C=N/n1nnnc1N | -2.3 | 8.9 | -5.4 | -5.4 | -1.9 | -4.9 | 1.3 | -6.7
Cc1cc(OC(C)C(=O)N(Cc2cccs2)C2CCS(=O)(=O)C2)ccc1Cl (stereo unspecified) | -2.3 | -5.8 | 4.8 | 5.0 | -6.5 | 2.7 | 3.5 | 9.8
CCOC(=O)c1[nH]c(C)c(C(=O)Nc2ccc3c(c2)CCC3)c1C | -2.4 | 23.0 | 0.5 | -1.1 | -7.5 | 10.2 | 0.9 | -11.0
